Screens deposited in PubChem by several laboratories.
KCNK9 inh: human KCNK9 channel inhibition; Q9NPC2; HEK293 KCNK9, FluxOR thallium flux fluorescence; active compounds read low; B-score at 10 µM; 1.2% of 310,000 active; AID 488922;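 active = ratio B-score over 3 SD below the library mean, with starting fluorescence within 5 SD of its mean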;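 note: negative B-score means less thallium flux so channel inhibition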
HDAC3 inhib: inhibitors of human histone deacetylase 3 | O15379 | recombinant HDAC3, fluorogenic peptide/trypsin coupled, fluorescence | inhibition, % at 8.3 µM | 0.15% of 320,000 active | AID 2718; in the data active = inhibition above about 26%, passing the limit was not always enough; inconclusive = no clear call, values can overlap the other calls
KCNK3 block: human KCNK3 channel inhibition, primary screen; B-score at 10 µM; O14649; AID 602410; 0.84% of 340,000 active; CHO-KCNK3 thallium flux, FluxOR fluorescence; active compounds read low;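 active = B-score under library mean minus 4 SD, starting fluorescence ratio at most library mean plus 5 SD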;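 note: more negative B-score means stronger inhibition of thallium flux through KCNK3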
PolyA inh: yeast polyadenylation inhibition; calls only at 12 µM; 0.02% of 300,000 active; S. cerevisiae SKY197-pL101 polyadenylation reporter, beta-gal luminescence; efflux-impaired pdr1/pdr3 knockout yeast; score 100 = 6 SD above DMSO;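 active = lowest replicate activity score at least 50, where 100 means six control SD above control mean; inconclusive = lowest score under 50 but half or more replicates reach 50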;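 note: yeast exposed to compound for 9 h at 30 °C; higher score means more reporter readthrough which indicates perturbed polyadenylation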
hERG protect: hERG (human) protection from proarrhythmic block; CHO-hERG, FluxOR thallium flux, dofetilide IC70 present; activation (rescue from dofetilide block), less the hit threshold, % at 10 µM; 0.51% of 310,000 active; Q12809;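 active = activation above the mean of controls blocked by dofetilide plus 5 SD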;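 note: thallium influx through hERG after potassium depolarization seen as dye fluorescence rise; in these data hits start at about 4.7%; inactives centre near -7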
GSK3B inh: blocks human GSK3beta kinase activity; P49841; GST-GSK3beta kinase, ADP-Glo luminescence, 60 min; active compounds read low; activity score (negative = inhibition), % at 10 µM; 0.038% of 300,000 active; AID 2097;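 active = more than half of replicate wells score below -50%, meaning over 50% inhibition versus plate controls; inconclusive = some replicates but at most half score below -50%; inactive = no replicate scores below -50%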;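 note: 0% = median DMSO wells and -100% = median GW8510 positive control wells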
Target sequence (P49841 whole entry, looked up): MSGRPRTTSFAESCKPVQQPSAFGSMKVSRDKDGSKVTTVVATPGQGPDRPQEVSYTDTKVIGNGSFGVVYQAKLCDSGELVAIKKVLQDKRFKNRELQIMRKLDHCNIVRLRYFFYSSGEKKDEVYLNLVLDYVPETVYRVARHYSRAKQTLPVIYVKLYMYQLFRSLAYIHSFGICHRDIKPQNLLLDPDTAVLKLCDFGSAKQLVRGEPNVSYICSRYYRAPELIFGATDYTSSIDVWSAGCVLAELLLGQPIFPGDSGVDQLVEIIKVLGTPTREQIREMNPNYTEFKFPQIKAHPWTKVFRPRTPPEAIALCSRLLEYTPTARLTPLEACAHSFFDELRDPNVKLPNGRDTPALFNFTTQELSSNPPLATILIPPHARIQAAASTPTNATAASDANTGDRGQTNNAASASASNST
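Test system: GST-fused GSK3beta enzyme, cell-free | Quantity: 1.6 ng GST-GSK3beta enzyme per well | Reagent: 25 µM ATP with peptide substrate | Schedule: 60 min enzyme reaction, room temperature | Signal: Luminescent ADP-Glo measurement of ADP formed | Read-out basis: Score relative to plate controls | Control set: DMSO and 20 µM GW8510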
GSK3 alpha inh: human GSK-3 alpha kinase inhibition; P49840; ADP-Glo luminescence, 60 min; inhibition, % at 10 µM; 0.1% of 320,000 active;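 in the data active = inhibition above about 50%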;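 note: GST-tagged GSK-3 alpha with peptide substrate and 25 µM ATP; 0% = DMSO neutral wells and 100% = GW8510 positive control wells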
Target sequence (P49840 whole entry, looked up): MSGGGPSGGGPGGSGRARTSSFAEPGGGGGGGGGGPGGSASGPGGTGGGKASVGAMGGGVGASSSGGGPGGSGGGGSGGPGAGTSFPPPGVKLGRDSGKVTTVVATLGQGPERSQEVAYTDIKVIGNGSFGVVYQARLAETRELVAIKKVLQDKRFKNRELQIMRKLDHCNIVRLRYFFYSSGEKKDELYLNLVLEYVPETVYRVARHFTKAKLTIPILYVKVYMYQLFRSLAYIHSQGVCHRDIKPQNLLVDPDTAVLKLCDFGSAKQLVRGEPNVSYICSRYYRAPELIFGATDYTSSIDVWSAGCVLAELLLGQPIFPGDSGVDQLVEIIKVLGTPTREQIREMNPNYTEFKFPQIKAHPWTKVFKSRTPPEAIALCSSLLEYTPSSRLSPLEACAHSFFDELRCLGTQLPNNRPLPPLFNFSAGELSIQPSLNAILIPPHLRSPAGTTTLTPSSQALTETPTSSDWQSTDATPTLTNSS
KCNQ1 block: inhibitors of human KCNQ1 potassium channel | CHO-K1 KCNQ1, FluxOR thallium flux fluorescence; active compounds read high | 1.3% of 310,000 active | P51787 | B-score at 10 µM;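 active = compounds whose thallium flux B-score, printed positive for inhibition, exceeds three library SD while starting fluorescence stays within three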;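 note: channel opened by potassium depolarization with thallium stimulus after 20 min compound exposure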
Dyrk1A ADPGlo: blocks rat Dyrk1A kinase activity; Q63470; ADP-Glo luminescence, NFATc1 peptide; inhibition, % at 12.5 µM; 0.43% of 310,000 active; AID 504441; in the data active = inhibition above about 50%;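 note: plate controls were vehicle with enzyme for no effect and no enzyme for full effect; many of its hits are not listed in these tables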
KCNQ1 pot: potentiators or activators of human KCNQ1 potassium channel; 0.35% of 310,000 active; CHO-K1 KCNQ1, thallium flux FluxOR fluorescence; active compounds read high; B-score at 10 µM; P51787;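 active = fluorescence ratio B-score, a plate-corrected score, at least three library SD, with initial intensity B-score within 5 SD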
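System: CHO-K1 cells stably expressing KCNQ1 / Medium: assay buffer for compound exposure, DMSO matched across wells / Reagent: thallium- and potassium-containing depolarizing buffer / Compound: one concentration, matched DMSO / Incubation: 20 min compound pretreatment at room temperature / Measured by: kinetic FluxOR fluorescence, 10 s baseline plus 110 s post-stimulus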
RGS4 act: RGS4 potentiation or activation; B-score at 10 µM; 0.92% of 310,000 active; HEK293 M3R/inducible RGS4, carbachol calcium flux Fluo4; active compounds read low; AID 463111;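 active = B-score of the integrated calcium signal more than 4 SD below the library mean, with starting fluorescence not abnormally high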;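 note: negative B-score means reduced calcium response which marks RGS4 activation or potentiation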
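Reagent: ECmax carbachol challenge; Test system: M3R-expressing HEK293 line, RGS4 induced by doxycycline; Schedule: overnight RGS4 induction, 30 min dye load 37 °C, 20 min compound RT; Detection: calcium dye Fluo4 fluorescence; Read-out: Agonist-evoked peak-minus-minimum fluorescence over baseline, integrated ratio, B score.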
Starred values were filed as active, the others as inactive; i = inactive; ? = inconclusive; nt = no result given. A portion of the library (hit frequency here may not be typical).

Results follow in this order: KCNK9 inh, HDAC3 inhib, KCNK3 block, PolyA inh, hERG protect, GSK3B inh, GSK3 alpha inh, KCNQ1 block, Dyrk1A ADPGlo, KCNQ1 pot, RGS4 act
(1) COc1ccccc1CNC(=O)CSc1nc2c(oc3ccccc32)c(=O)n1CC1CCCO1 (centres undefined)
    i, 11, i, i, -11, -3, -1, i, 8, i, i
(2) Cn1c(CNC(=O)c2ccccc2F)cc2ccccc21
    i, -13, i, i, -6, -1, 1, i, 19, i, i
(3) CC(=O)OCCOCn1cnn2c(=O)c(Br)c(C)nc12
    i, nt, i, i, -7, 2, -1, i, -2, i, i
(4) COc1ccc(C(=O)Cn2c(NCCCO)nc3ccccc32)cc1OC
    i, -1, i, i, -7, nt, -2, i, 5, i, i
(5) Cc1cc(C)cc(SCc2noc(C(=O)NCCC(C)C)c2C(=O)NCCC(C)C)c1
    i, -10, i, i, -7, 0, -4, i, 2, i, i
(6) CCOC(=O)c1c(O)c2ccccc2n(CC)c1=O
    i, 1, i, i, 1, 2, 1, i, -6, i, i
(7) COc1ccc(CNc2nc3nc(C)c(Cl)c(C)n3n2)cc1
    i, 0, i, i, -11, -6, -4, i, -4, i, i
(8) Cc1ccc(NC(=S)NC(NC(=O)c2ccccc2C)C(Cl)(Cl)Cl)c(C)c1 (centres undefined)
    i, 4, i, i, -9, 1, -4, i, -4, i, -8.5*
(9) C=C(C)c1cccc(C(C)(C)NC(=O)Nc2ccccc2OCC)c1
    i, 0, i, i, -6, -3, 0, i, 1, i, i
(10) COc1cccc(Oc2ccc(C(F)(F)F)cc2N)c1
    -8.4*, 9, i, i, -12, 5, -2, i, -5, i, i
(11) O=C(CN1CCCCCC1)Nc1c(Cl)cc(Cl)cc1Cl
    i, 1, i, i, -5, 2, -2, i, -2, i, i
(12) COc1ccc(NC(=O)C(=O)NNC(=O)COc2ccc(Cl)cc2)c(OC)c1
    i, -2, i, i, 16*, -2, 1, i, nt, 69*, i
(13) CC1(c2ccc(OC(F)F)cc2)NC(=O)N(CC(=O)Nc2cccc(F)c2)C1=O (centres undefined)
    i, 3, i, i, -3, -1, 4, i, 12, i, i
(14) COc1ccccc1/C=C\C=N\n1c(-c2ccc(Cl)cc2Cl)n[nH]c1=S
    i, 18, i, i, -4, -1, 0, i, -5, i, i
(15) COc1cc(OC)cc(-c2nnc(SCc3cccnc3)o2)c1
    i, -1, i, i, -11, -1, 4, i, 2, i, i
(16) CCN(CC)C(=O)C(=O)Nc1cc(C(F)(F)F)ccc1Cl
    i, 4, i, i, -6, 3, 0, i, 0, i, i
(17) Cc1c(C(=S)Nc2ccccc2)cnn1-c1ccc([N+](=O)[O-])cc1
    i, nt, i, i, -5, 0, 3, i, 1, i, i
(18) COc1ccc(NC(=O)CCSc2ccc3ccccc3n2)cc1
    i, 6, i, i, -2, 0, -2, i, -2, i, i
(19) COc1ccc([N+](=O)[O-])cc1NC(=O)c1cn(-c2ccc(Cl)cc2)c(=O)c2ccccc12
    i, 6, i, i, 2, 1, 1, i, 1, i, i
(20) COCCNC(=O)/C(C#N)=C/c1nc(N(C)C)n(-c2ccc(F)cc2)c1Cl
    i, -5, i, nt, -13, 2, 0, i, 9, i, i

KCNK9 inh: entries above that show a hit.
| no. | SMILES | KCNK9 inh | HDAC3 inhib | KCNK3 block | PolyA inh | GSK3B inh | GSK3 alpha inh | KCNQ1 block | Dyrk1A ADPGlo | KCNQ1 pot |
| --- | --- | --- | --- | --- | --- | --- | --- | --- | --- | --- |
| 10 | COc1cccc(Oc2ccc(C(F)(F)F)cc2N)c1 | -8.4* | 9 | i | i | 5 | -2 | i | -5 | i |

Further records
Results follow in this order: KCNK9 inh, HDAC3 inhib, KCNK3 block, PolyA inh, hERG protect, GSK3B inh, GSK3 alpha inh, KCNQ1 block, Dyrk1A ADPGlo, KCNQ1 pot, RGS4 act
(21) CC(=O)Nc1ccc(NC(=O)CSc2ccccn2)cc1
    i, -2, i, i, -9, 4, -1, i, -2, i, i
(22) CC(C)/C(=N/Nc1ccccc1[N+](=O)[O-])c1ccccc1
    i, 2, i, i, -9, -3, 1, i, 1, i, i
(23) NC(=O)c1cc(S(=O)(=O)Nc2ccc(OC(F)(F)F)cc2)cs1
    i, 5, i, i, -3, -1, -6, i, -2, i, i
(24) CCOc1cc2c(cc1OCC)C(C(=O)O)C(c1ccc(OC)c(O)c1)N(C)C2=O (centres undefined)
    i, -1, i, i, -3, -2, -2, i, 6, i, i
(25) CCC(C(=O)Nc1nc(C)cs1)c1ccccc1 (centres undefined)
    i, nt, i, nt, -11, 3, 0, i, 2, i, i
(26) CCOCCCNC(=O)/C(C#N)=C/c1ccc(-c2ccc(S(=O)(=O)N3CCOCC3)cc2)o1
    i, -1, i, i, -9, 4, 2, i, 2, i, i
(27) O=C(CN1CCN(c2ccccn2)CC1)N1c2ccccc2CCc2ccccc21
    i, -1, i, i, -15, 6, -3, i, -6, i, i
(28) Cc1cc2cc(CN(CC3CCCO3)C(=O)c3cnccn3)c(=O)[nH]c2cc1C (centres undefined)
    i, -1, i, i, -8, 1, -2, i, 15, i, i
(29) CCC1(CC)C(=O)C(C)(C)C(=O)OC1c1ccccn1 (centres undefined)
    i, 2, i, i, -6, -1, -4, i, nt, i, i
(30) Cc1[nH]c2ccccc2c1CCN(Cc1cccnc1)C(=S)Nc1ccc(F)cc1
    i, 1, -10*, i, -20, -2, -2, i, -2, i, i
(31) O=C(Nc1cccc([N+](=O)[O-])c1)C1C2CC/C=C\CCC21 (centres undefined)
    i, 3, i, i, -5, -2, 0, i, -2, i, i
(32) CCOc1ccc(Br)cc1-c1noc(-c2cccs2)n1
    i, 0, i, i, -14, 1, -1, i, 3, i, i
(33) CCOC(=O)c1cc(-c2ccc(C)o2)nn1CCC#N
    i, 3, i, i, -14, -3, -1, i, -2, i, i
(34) O=C(c1ccco1)N1CCN(C2CC(=O)N(c3ccc(F)c(Cl)c3)C2=O)CC1 (centres undefined)
    i, 0, i, i, -5, 4, -1, i, 0, i, i
(35) O=C(CSc1ncnc2c1nnn2-c1ccc(F)cc1)NCc1ccco1
    i, 0, i, i, -8, 0, -1, i, 4, i, i
(36) CN(C)CCCCCNCCCNC(=O)/C=N\O
    i, -6, i, i, -6, 0, 3, i, 4, i, i
(37) C=C1CCN([C@@H](CC(C)C)C(=O)Nc2ccc(OC)cc2)S(=O)(=O)c2ccccc21
    i, -4, i, i, -13, 1, 0, i, nt, i, i
(38) CCOc1ccc(/C=C/C(=O)N(CC)CC(=O)Nc2ccc3c(c2)OCCO3)cc1OCC
    i, -1, i, i, -10, 0, -1, i, -7, i, i
(39) O=C(COC(=O)c1cc(-c2cccs2)nn1-c1ccccc1)Nc1cccc([N+](=O)[O-])c1
    -6.8*, -4, i, i, -8, -2, -1, i, 0, i, i
(40) O=C(N[C@@H](Cc1ccccc1)C(=O)O)c1cccnc1
    i, -2, i, i, -3, 3, -2, i, -3, i, i

Among those listed so far, 3 contain a thiophene ring, fused or not.
Results follow in this order: KCNK9 inh, HDAC3 inhib, KCNK3 block, PolyA inh, hERG protect, GSK3B inh, GSK3 alpha inh, KCNQ1 block, Dyrk1A ADPGlo, KCNQ1 pot, RGS4 act
(23) NC(=O)c1cc(S(=O)(=O)Nc2ccc(OC(F)(F)F)cc2)cs1
    i, 5, i, i, -3, -1, -6, i, -2, i, i
(32) CCOc1ccc(Br)cc1-c1noc(-c2cccs2)n1
    i, 0, i, i, -14, 1, -1, i, 3, i, i
(39) O=C(COC(=O)c1cc(-c2cccs2)nn1-c1ccccc1)Nc1cccc([N+](=O)[O-])c1
    -6.8*, -4, i, i, -8, -2, -1, i, 0, i, i

The list continues.
Results follow in this order: KCNK9 inh, HDAC3 inhib, KCNK3 block, PolyA inh, hERG protect, GSK3B inh, GSK3 alpha inh, KCNQ1 block, Dyrk1A ADPGlo, KCNQ1 pot, RGS4 act
(41) CC1(C)Oc2ccc3ccc(=O)oc3c2/C(=C/NCCO)C1=O
    i, 1, i, i, -12, -3, 0, i, 47, i, i
(42) COc1ccc(Nc2nc(OC)nc(N3CCN(c4ccc(OC)cc4)CC3)n2)cc1
    i, nt, i, i, -1, 3, nt, i, 4, i, i
(43) Cc1[nH]c(=O)[nH]c(=O)c1S(=O)(=O)N1CCCCC1
    i, -2, i, i, -4, -1, -2, i, 4, i, i
(44) O=S(=O)(N[C@@H]1C[C@H]2CC[C@@H]1C2)c1cccs1
    i, 9, i, i, -7, -1, -1, i, 5, i, i
(45) C/C(=N\N=c1/scc(C)n1Cc1ccco1)c1cccc([N+](=O)[O-])c1
    -8.7*, 6, i, i, -6, 1, -1, i, -5, i, i
(46) O=C(Nc1ccccc1)Nc1ccc2ccccc2c1
    i, 3, i, i, -7, 3, -2, i, -5, i, i
(47) Cc1ccc(-c2nc3ncccc3o2)cc1NC(=O)C(C)(C)C
    i, -2, i, i, -2, -1, 18, i, 0, i, i
(48) O=C(O)CC(NC(=O)C12CC3CC(CC(C3)C1)C2)c1cc([N+](=O)[O-])ccc1Cl (centres undefined)
    i, ?, i, i, -11, 0, -3, i, nt, i, i
(49) CSc1ccc(NC(=O)N2CC=C(n3c(=O)[nH]c4ccccc43)CC2)cc1
    i, 2, i, i, 2, 0, -1, i, 2, i, i
(50) COCc1c(C(=O)N/N=C/c2cccc3ccccc23)nnn1-c1nonc1N
    i, 2, i, i, -8, 3, -1, i, -5, i, i
(51) Cc1cc([N+](=O)[O-])nn1CC(=O)N1c2ccccc2CC1C (centres undefined)
    i, 1, i, i, 3, 2, 0, i, -1, i, i
(52) Cc1ccc(N2C(=O)/C(=C\c3ccc(C(C)C)cc3)N=C2SC2CCOC2=O)cc1 (centres undefined)
    i, 1, i, i, -5, -4, -3, i, 4, i, i
(53) CCOC(=O)c1c(CSc2ccccc2)n(C)c2cc(Br)c(OC)c(O)c12
    i, 1, i, i, 0, -13, 2, 6*, 3, i, i
(54) CCOc1ccc(CN(C)C(=O)c2cc3ccccc3o2)cc1OC
    i, -1, i, i, -6, 1, 0, i, 1, i, i
(55) O=c1c2ccccc2nc(/C=C/c2ccccc2)n1CCc1ccccc1
    i, 2, i, i, -16, -3, -1, i, -2, i, i
